Source: PubChem
GAA glycogen: inhibitors or activators of human alpha-glucosidase glycogen cleavage | recombinant GAA, glycogen substrate, Amplex Red glucose oxidase fluorescence | Potency, µM (titrated, usually from 76.4 µM), inactives show top-dose activity change, negative = inhibition, most hits filed as inhibitors | 300,000 compounds, 0.38% hits;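 also: 0% = full enzyme reaction and -100% = no-enzyme basal signal; the screen sought inhibitors and activators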
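Recombinant human enzyme (4 nM); glycogen substrate; 37 C, 40 min, pH 5.0. Readout: coupled glucose oxidase/Amplex Red fluorescence.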
HTT ATP protect: protects HTT-Q103 PC12 cells, measured by ATP. PC12 HTT-Q103 induced, cytoprotection, ATP luminescence, 40 h. Potency, µM (doses to about 56.4 µM), inactives show cytoprotection (ATP increase), usual class: activators. 230,000 compounds, 0.14% hits. AID 1471;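 also: % of control where 0% means no effect; nearly all actives have a fitted effect of over 45% in size; toxic huntingtin expression switched on by the ecdysone agonist tebufenozide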
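PC12 cells stably carrying ecdysone-inducible Htt exon 1 (Q103)–GFP were induced with 100 nM tebufenozide (final) alongside library compounds in a dose series. Cytoprotection was scored as retained ATP by ATPlite luminescence.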
* = called active by the depositor; [ ] = remark or other dose. Calls follow the shape of the dose curve; as a rule, active = well fitted curve in the direction sought with a large enough effect; inconclusive = small, poorly fitted or top-dose-only effect, or another doubt; inactive = no such curve, though single readings can be large; an effect the other way counts as inactive or inconclusive. Potency is read from the fitted curve at half-maximal effect. An excerpt; the hit share may differ from the screen's.

SMILES	GAA glycogen	HTT ATP protect
O=C(CCN1CCN(CCO)CC1)N1c2ccccc2Sc2ccc(C(F)(F)F)cc21	14%[76.3 µM]	-338%[inhibitor]
